Source: PubChem BioAssay
N370S GC mod = N370S glucocerebrosidase modulation, Gaucher chaperone candidate; N370S GC spleen homogenate, 4MU-glucoside fluorescence; 0.092% of 330,000 active; P04062; Potency, µM (top dose mostly 59.4 µM), for inactives: at the highest dose activity change, negative = inhibition, actives largely listed as inhibitors;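 also: 0% = full enzyme activity and -100% = no enzyme basal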
TDP1 cell noCPT = qHTS for Inhibitors of human tyrosyl-DNA phosphodiesterase 1 (TDP1): qHTS in cells in absence of CPT. DT40 Tdp1-/- hTDP1 cells, no CPT, ATP luminescence, 48 h. Potency, µM (titrated, usually from 46.2 µM), for inactives: at the top dose activity change, negative = growth inhibition, usual class: inhibitors. 15% of 420,000 active. AID 686978, 2013; also: nearly all actives have a fitted effect of over 55% in size
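Readout: luminescence from CellTiter-Glo after 30 min in the dark at RT. Cells: DT40 Tdp1-/- with stable hTDP1, 400/well. Exposure: compounds alone, ≥48 hr, 37 °C.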
TDP1 inh = blocks human tyrosyl-DNA phosphodiesterase 1; 0.28% of 350,000 active; recombinant TDP1, AlphaScreen DNA substrate cleavage; Potency, µM (top dose mostly 130 µM), for the others: at the top dose activity change, negative = inhibition, actives largely listed as inhibitors; Q9NUW8; AID 485290; also: nearly all actives have a fitted effect of over 40% in size
Target sequence (Q9NUW8 whole entry, looked up): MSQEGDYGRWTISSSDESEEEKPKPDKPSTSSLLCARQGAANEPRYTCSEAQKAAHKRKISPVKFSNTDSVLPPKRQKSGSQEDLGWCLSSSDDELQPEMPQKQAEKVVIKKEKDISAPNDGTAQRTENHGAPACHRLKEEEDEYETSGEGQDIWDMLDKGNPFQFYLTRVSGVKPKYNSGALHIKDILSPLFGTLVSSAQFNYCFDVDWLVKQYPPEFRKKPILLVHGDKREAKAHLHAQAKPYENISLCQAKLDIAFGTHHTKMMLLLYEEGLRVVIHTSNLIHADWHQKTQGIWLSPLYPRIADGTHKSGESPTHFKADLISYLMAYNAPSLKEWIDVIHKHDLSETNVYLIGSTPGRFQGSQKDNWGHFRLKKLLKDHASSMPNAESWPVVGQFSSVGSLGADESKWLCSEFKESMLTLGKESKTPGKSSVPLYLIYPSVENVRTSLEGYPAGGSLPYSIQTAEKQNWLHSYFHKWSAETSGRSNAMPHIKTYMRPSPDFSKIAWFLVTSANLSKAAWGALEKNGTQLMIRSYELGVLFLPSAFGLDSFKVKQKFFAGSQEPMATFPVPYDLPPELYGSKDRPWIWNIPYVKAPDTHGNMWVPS
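Steps: enzyme plus compound, 15 min RT; add biotin/phosphotyrosine-FITC oligonucleotide (15 nM final), react 5 min; add donor/acceptor beads (10 ug/ml final), 10 min; read AlphaScreen. Tdp1 at 1 nM final.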
An asterisk follows results filed as active; u = inconclusive; x = not tested or not shown; & = joins results of further samples; [ ] = another dose, or the depositor's remark. Calls follow the shape of the dose curve; as a rule, active = well fitted curve in the direction sought with a large enough effect; inconclusive = small, poorly fitted or top-dose-only effect, or another doubt; inactive = no such curve, though single readings can be large; an effect the other way counts as inactive or inconclusive. Unless noted, % is scaled to controls: 0 for no effect and ±100 for the full control effect; potency is read from the fitted curve at half-maximal effect.

No. | Structure | N370S GC mod | TDP1 cell noCPT | TDP1 inh
1 | Cc1ccc[n+](CC2OCc3ccccc3CO2)c1 | 2% | 0% | -3%
2 | CCC(C)NCCCOc1c(C)cc(C)cc1Br (stereo not given) | 6% | 12µM* | 0%
3 | COc1cccc(Nc2ncc3nc(-c4cc(F)cc(F)c4)c(=O)n(C4CC4)c3n2)c1 | 11% | 2% | x
4 | COc1ccc(NC(=O)CN2CCN(CC(=O)Nc3ccc(F)cc3)CC2)c(OC)c1 | 2% | u | x
5 | CCOc1ccccc1C(=O)NCC(=O)NCC(C)(C)N1CCOCC1 | x | 19% | 0%
6 | Cc1ccccc1Nc1nc(N)c2ccccc2n1 | 11% | u | 0%
7 | Cc1ccccc1-c1noc(CNC(=O)c2ccco2)n1 | 1% | 6% | 8%
8 | O=C(NCCNc1ccc([N+](=O)[O-])cc1C(F)(F)F)c1ccc(F)cc1 | 5% | u | 3%
9 | COc1ccc(S(=O)(=O)N2CCSC2)cc1C | -2% | -29% | 0%
10 | O=C(Nc1cc(Br)ccc1O)c1cc(-c2ccccc2)on1 | -3% | -24% | x

Results in sequence from the entries so far:
Nos. 1–10 in N370S GC mod: 2%, 6%, 11%, 2%, x, 11%, 1%, 5%, -2%, -3%
Nos. 1–10 in TDP1 cell noCPT: 0%, 12µM*, 2%, u, 19%, u, 6%, u, -29%, -24%

Single records (already shown). Order of screens: N370S GC mod	TDP1 cell noCPT	TDP1 inh
Results for `CCC(C)NCCCOc1c(C)cc(C)cc1Br` (stereo not given) = 6%	12µM*	0%
Results for `COc1cccc(Nc2ncc3nc(-c4cc(F)cc(F)c4)c(=O)n(C4CC4)c3n2)c1` = 11%	2%	x

(list continues)
No. | Structure | N370S GC mod | TDP1 cell noCPT | TDP1 inh
11 | CCc1csc(CCNC(=O)C2CCC(=O)N(CCOC)C2)n1 (stereo not given) | -1% | 3% | 1%
12 | CC1CCC(NC(=O)C(=O)Nc2ccc3c(c2)OCO3)CC1 (stereo not given) | 0% | -27% | 5%
13 | CC(=O)C1=C(O)C(=O)N(CCc2c[nH]c3ccccc23)C1c1ccc(O)cc1 (stereo not given) | -22% | -6% | 1%
14 | CCOC(=O)[C@H]1[C@H]2COc3ccc(Br)cc3[C@@H]2N2C(=O)CN(Cc3ccc(OC)cc3)C(=O)[C@@]12C | x | u | 2%
15 | CCOc1ccccc1OCCCC(=O)Nc1cc(S(=O)(=O)N2CCOCC2)ccc1OC | x | u | 0%
16 | COCCC(=O)N1CCC(Oc2ccc(C(=O)NC3Cc4ccccc4C3)cc2)CC1 | 0% | u | 2%
17 | COC(=O)C1=CN(c2ccc(OC)cc2)C=C(C(=O)OC)C1c1ccc(C)c([N+](=O)[O-])c1 | -14% | 21µM* | 6%
18 | Cc1cc2c(cc1S(=O)(=O)N1CCc3ccccc31)NC(=O)CO2 | -1% | u | 0%
19 | CCOc1ccc(-c2nn(-c3ccccc3)cc2/C=C(\C#N)S(=O)(=O)c2ccccc2)cc1C | -27% | 13µM* | 6%
20 | CCCCNC(=O)NNC(=O)COc1cc(C)cc(C)c1 | 3% | 2% | 2%
21 | CSc1nc(-c2ccccc2Cl)nc2c1Cc1c(CO)cnc(C)c1O2 | x | 18µM* | 0%
22 | CCOc1cc(/C=N/NC(=O)c2ccncc2)ccc1OC(=O)c1ccc([N+](=O)[O-])cc1 | -9% | -25% | 5%
23 | COc1ccc(CC(=O)OCC(=O)Nc2c(C)n(C)n(-c3ccccc3)c2=O)cc1OC | x | 14% | 3%
24 | CS(=O)(=O)NCCSc1nnnn1-c1ccccc1 | 3% | 6% | 5%
25 | Cc1ccc(C)c(N(CC(=O)NC2CCCCC2)C(=O)c2csnn2)c1 | -7% | -21% | 1%
26 | CC(C)(C)N(Cc1ccccc1)C(=O)c1ccc(Cl)cc1[N+](=O)[O-] | 2% | u | 5%
27 | CCOC(=O)Cc1nnc(Nc2cc(C)ccc2C)c2ccccc12 | 9% | -29% | 8%
28 | CN/S(=N/S(=O)(=O)c1ccccc1)c1ccc(C)cc1 (stereo not given) | -2%[2.35 µM] | -7% | 3%
29 | COc1ccc2nc(-c3ccccc3)[nH]c2c1 | -6% | u | 9%
30 | O=C(CSc1cccc2cccnc12)N/N=C/c1ccc(F)cc1 | 2% | -16% | 6%
31 | Cc1ccc(C(=O)Nc2cccc(C(=O)NCc3ccco3)c2)cc1 | 1% | u | 2%
32 | Cc1cccc(-c2noc(CCC(=O)NC3CCCCC3)n2)c1 | -1% | -27% | 2%
33 | O=C(COC(=O)c1ccc(S(=O)(=O)Nc2ccccc2)cc1)NCCN1C(=O)CSC1=O | -4% | -7% | 7%
34 | Cc1ccc(N(C)S(=O)(=O)c2cccc(C(=O)NCC(c3cccs3)N3CCOCC3)c2)cc1 (stereo not given) | -2% | u | x
35 | O=C(CSc1n[nH]c(-c2ccccc2)n1)NCCCc1ccccc1 | x | 21µM* | 5%
36 | Cc1ccc(Cl)cc1Nc1nc(-c2cccnc2)cs1 | -5% | u | x
37 | O=C(c1cc2cc(Cl)ccc2[nH]1)N1CCN(c2ccc(F)cc2)CC1 | -8% | -11% | x
38 | Cc1cccc(-n2c(=O)c3c(c4cc(C)ccc4n3C)n(CC(=O)Nc3ccccc3Cl)c2=O)c1 | x | -10% | -3%
39 | CC(=O)NC(C(=O)c1ccccc1)C(=O)c1ccccc1 | 0% | -11% | 1%
40 | COc1cc2c(cc1NC(=O)c1cccc([N+](=O)[O-])c1)oc1ccccc12 | 9% | u | 1%
41 | CCCCN(CC)C(=O)CCn1c(=O)c2cccn2c2cccnc21 | x | 18µM* | -3%
42 | Cc1nnc(N2C(=O)C(O)=C(C(=O)c3ccco3)C2c2cccc([N+](=O)[O-])c2)s1 (stereo not given) | 0% | -5% | 4%
43 | COc1cc([N+](=O)[O-])ccc1NC(=O)N1CCCCCC1 | -1% | -20% | 3%
44 | CCN(CC(=O)NCc1cccs1)C(=O)C(c1ccccc1)c1ccccc1 | -6% | -25% | 5%
45 | COc1nc(Nc2cccc(C(F)(F)F)c2)nc(OC)n1 | 20% | -20% | 0%
46 | Nc1nc(Nc2cccc3ccccc23)nc(C2CCCC2=O)n1 (stereo not given) | 14% | x | -2%
47 | O=C(NC12CC3CC(CC(C3)C1)C2)N1CCN(C(=O)C2CCCO2)CC1 (stereo not given) | 2% | -2% | -1%
48 | CCCc1nc2c(C)cc(-c3nc4ccccc4n3C)cc2n1Cc1ccc(-c2ccccc2C(=O)O)cc1 | -8%&3% | u | 11%[56.1 µM]
49 | O=C(NC1CCCC1)c1ccc2c(c1)N(Cc1ccc(F)cc1)CCS2 | u | u | 3%
50 | Cc1ccc(S(=O)(=O)N/N=C2\C(=O)C3(C)CCC2C3(C)C)cc1 (stereo not given) | -1% | 0% | 8%
51 | O=C(CC1Nc2c3ccccc3nc(=S)n2C1=O)NC1CCCCC1 (stereo not given) | 4% | x | 5%
52 | O=C(CSC1=Nc2ccccc2C2=NC(CC(=O)N3CCN(c4ccccc4)CC3)C(=O)N12)NCC1CCCO1 (stereo not given) | -12% | 20% | 3%
53 | O=C(NCc1ccccc1)c1nc(-c2cccs2)no1 | 1% | -8% | 5%
54 | CSc1cccc(NC(=O)CSc2nnc(C)s2)c1 | 3% | -3% | -5%
55 | Cc1cc(Nc2n[nH]c(N)c2C#N)ccc1F | -6% | -5% | x
56 | O=[N+]([O-])c1ccc2oc(-c3cccc(O)c3)nc2c1 | -6% | u | x
57 | O=C(COc1ccc(/C=N/NS(=O)(=O)c2ccccc2)cc1)NCc1ccccc1 | -21% | -28% | 2%
58 | CCOC(=O)c1cnc2ccc(OC(F)(F)F)cc2c1Nc1ccccc1C(=O)O | x | 15µM* | 11%
59 | NNC(=O)c1ccc(NS(=O)(=O)c2ccc(Br)cc2)cc1 | -2% | x | 4%
60 | CCn1c(SCC(=O)NC2CC2)nnc1-c1ccccc1OC | -6% | 23% | 1%[56.1 µM]

(further entries)
No. | Structure | N370S GC mod | TDP1 cell noCPT | TDP1 inh
61 | CCCn1c(=O)c2sccc2n2c(CCCC(=O)NCc3ccco3)nnc12 | 0% | -11% | x
62 | Cc1cc(C)cc(OCc2cc(=O)n3c4c(sc3n2)CCCC4)c1 | x | 7% | 4%
63 | CCCCNC(=O)Oc1cc(CCl)on1 | 4% | x | 5%
64 | O=C(Cc1cc(=O)[nH]c(=O)[nH]1)N1CCC(Cc2ccccc2)CC1 | -6% | -7% | -3%
65 | CN(CCc1ccccn1)C1CCCN(S(=O)(=O)c2ccccc2Cl)C1 (stereo not given) | 7% | -16% | 3%
66 | COc1ccc(-n2ncc3c(NCc4cccs4)ncnc32)cc1 | 15% | -23% | -9%
67 | O=C1CCCC2=C1C(c1ccc(O)c(O)c1)c1c(ccc3ncccc13)N2 (stereo not given) | 10% | u | x
68 | O=P(O)(O)C(O)(Cc1cccnc1)P(=O)(O)O | x | -3% | 2%
69 | Cc1ccc(CNc2ncnc3[nH]ncc23)o1 | x | -7% | 1%
70 | O=C(CCc1nnc(CCCc2ccccc2)o1)N1CCCCCC1 | 5% | u | 0%
71 | O=C(COC(=O)c1ncc(Cl)c(Cl)c1Cl)Nc1cccnc1Cl | -17% | 7% | -6%
72 | CN=C1CC(SC)=C1c1ccc(C)cc1 | -2% | 21µM* | 3%
73 | Cc1cc(C)cc(OCc2nnc(SCC(=O)Nc3ccccc3)o2)c1 | -3% | -1% | -1%
74 | N#CC1=C(N)OC2=C(C(=O)CCC2)C1C1C=CCCC1 (stereo not given) | 23% | -26% | 4%
75 | O=C(N/N=C/c1ccc(N2CCOCC2)cc1)C1CC1 | 22% | -19% | -1%
76 | Cc1nc(NCCc2ccc(S(N)(=O)=O)cc2)c2c(C)c(C)sc2n1 | 7% | 15µM* | 5%
77 | COc1ccc(N2C(=O)C3C4C=CC(C5CC45)C3C2=O)c([N+](=O)[O-])c1 (stereo not given) | -6%[12.8 µM] | u | 0%
78 | COc1ccc(C(Nc2ccccn2)c2oc(CO)cc(=O)c2O)cc1 (stereo not given) | -18% | -3% | 3%
79 | CC1(C)CC2CC(C)(CN2C(=O)CCCN2C(=O)c3ccccc3C2=O)C1 (stereo not given) | 1% | u | 3%
80 | NS(=O)(=O)c1ccc(CCNC(=O)/C=C/c2ccc([N+](=O)[O-])cc2)cc1 | -10% | 15µM* | 3%
81 | O=C(O)/C=C\C(=O)N1CCc2ccccc21 | -10% | 9% | 6%
82 | CC(OC(=O)c1n[nH]c2ccccc12)C(=O)Nc1ccccc1[N+](=O)[O-] (stereo not given) | x | 15µM* | 0%[56.1 µM]
83 | O=C(Nc1ccn(-c2ccccc2)n1)c1ccc(Cl)cc1 | 27% | -25% | 4%
84 | CCN(CCCNC(=O)CSc1cc(=O)n(C)c2cc(Cl)ccc12)Cc1ccccc1 | 4% | u | 0%
85 | Cc1ccc(C(=O)NCc2ccncc2)cc1S(=O)(=O)Nc1cccc(C)c1C | 2% | 5% | 5%
86 | Cc1ccc(NC(=O)Cn2nc(C)c(S(=O)(=O)N(C)C)c2C)cc1 | -3% | -12% | 0%
87 | COc1cccc(-c2onc3ccc(C4(C)OCCO4)cc23)c1 | 13% | u | 6%
88 | N/C(=N\c1nc2c(c(=O)[nH]1)CCCC2)Nc1ccccc1 | -19% | u | 1%
89 | Cc1[nH]c2ccccc2c1C(=O)/C=C/c1ccccc1Cl | 10% | u | 1%
90 | CC(C#N)(NC(=O)COC(=O)c1ccccc1NCCO)C1CC1 (stereo not given) | u | -5% | x
91 | CCOC(=O)c1ccc(NC(=O)CN(Cc2ccc(Cl)cc2)S(C)(=O)=O)cc1 | -6% | u | 9%
92 | CCC(=O)c1ccc(OCC(=O)N2CCN(c3ncccn3)CC2)cc1 | -24% | 2% | x
93 | Cc1nc(-c2cccc(S(=O)(=O)N3CCCC(C)C3)c2)cs1 (stereo not given) | 12% | u | 3%
94 | Cc1ccccc1C(=O)NC1CCN(Cc2nnnn2Cc2ccc(F)cc2)CC1 | -4% | -24% | 7%
95 | CC1(C)CC(=O)C=C(Nc2cc(-c3ccccc3)[nH]n2)C1 | 10% | -26% | 5%
96 | COc1ccc(-n2nc(C(=O)N3CCCCC3C)c3c4ccccc4n(C)c3c2=O)cc1Cl (stereo not given) | x | u | 0%
97 | CCOc1ccc(N(C)C(=O)C2CCN(S(=O)(=O)c3ccc4c(c3)CCCN4C(C)=O)CC2)cc1 | x | u | -1%
98 | O=C1CC(c2ccco2)CC(O)=C1C=NCCN1CCN(C(=S)Nc2ccccc2)CC1 (stereo not given) | 8% | -10% | x
99 | CCC(Cc1ccccc1)NS(=O)(=O)c1c(C)nc2sccn2c1=O (stereo not given) | -2% | 3% | x
100 | CCc1ccc(OCC(=O)N2CCN(c3ccccn3)CC2)c(Br)c1 | -3% | u | 2%
101 | Cc1cc(C)n(C(=O)c2ccc(S(=O)(=O)N3CCOCC3)cc2)n1 | -4% | -7% | -2%

The list is partial; the hit share may differ from the screen's.
